Bioassay records as filed in PubChem.
All columns: NCI-60 one-dose screen, growth in % after 48 h at 10 µM unless noted; 100 = growth as untreated, 0 = no growth, -100 = all killed.
NCI-H460 = NCI-H460 lung cancer | 6.8% of 82,000 active
NCI-H322M = NCI-H322M lung cancer; AID 1794733; 2.7% of 80,000 active
NCI-H23 = NCI-H23 lung cancer | 4% of 80,000 active | AID 1794731
COLO 205 = COLO 205 colon cancer. 7.3% of 79,000 active. AID 1794742
NCI-H226 = NCI-H226 lung cancer; 3.5% of 79,000 active; AID 1794732
RXF 393 = RXF 393 renal cancer cells. 6.9% of 77,000 active
HT29 = HT29 colon cancer; AID 1794748; 7.4% of 81,000 active
A498 = A498 renal cancer cells; 5.4% of 76,000 active
NCI-H522 = NCI-H522 lung cancer | 8% of 78,000 active | AID 1794739
* = called active by the depositor; x = no result given; & = joins results of further samples. Rule for the calls: active = growth percent below 10; inactive = the rest.

SMILES | NCI-H460 | NCI-H322M | NCI-H23 | COLO 205 | NCI-H226 | RXF 393 | HT29 | A498 | NCI-H522
Nc1ncc(-c2cnn(C3CCNCC3)c2)cc1-c1nc2ccccc2o1 | -0.9* | x | 20 | -74* | 16 | -30* | -4.7* | 36 | 20
Nc1nnc(CS(=O)(=O)c2ccccc2)s1 | 114 | 95 | 107 | 117 | 121 | 172 | 95 | 137 | 81
CC1=NN(C(=O)c2nn(-c3ccc(Cl)cc3)cc2O)C(=O)C1 | 24 | x | 53 | 53 | 40 | 57 | 42 | 90 | 42
Cl[Si](Cc1ccccc1)(Cc1ccccc1)Cc1ccccc1 | 100 | 102 | 81 | 117 | 92 | 98 | 78 | 67 | 74
CC(C)CC(=O)c1ccccc1O | 106 | 93 | 108 | 124 | 91 | 87 | 102 | 91 | 97
CC(=O)OC[C@H]1OC(Sc2sc(C(=O)c3ccc(Br)cc3)c(N)c2-c2nc3ccccc3s2)[C@@H](OC(C)=O)[C@@H]1OC(C)=O (stereo partly specified) | 108 | 91 | 85 | 109 | 86 | 105 | 107 | 69 | 95
Nc1nc(N)c(-c2nc3ccccc3s2)c(CCCO)n1 | 98 | 103 | 102 | 115 | 99 | 118 | 92 | 65 | 88
Cc1ccc2c(n1)C(=O)c1[nH]c3ccccc3c1C2=O | -51* | 32 | -34* | 24 | 56 | 63 | 27 | 69 | 60
N#Cc1c(-c2cccs2)nc2c(c(-c3ccccc3)nn2-c2ccccc2)c1-c1ccc(O)cc1 | 86 | 88 | 92 | 99 | 83 | 102 | 79 | 99 | 57
C=CC(=O)N[C@@H](/C=C/C(=O)OCC)Cc1ccc(-c2cc(Cl)cc(Cl)c2)cc1 | 9.3* | 59 | 16 | 6.6* | 11 | -10* | 20 | x | 3.1*
Nc1ccc(CC(=O)O)c(N)c1 | 103 | 98 | 92 | x | 92 | 102 | 107 | 63 | 99
CC(C)(C)CC(=O)N(Cc1ccncc1)Cc1cccc(OCCc2ccc(F)cc2)c1 | 87 | 96 | 79 | 91 | 70 | 77 | 80 | x | 76
O=C1c2c(c3c4ccc(Br)cc4oc3c3[nH]c4ccccc4c23)C(=O)N1CCN1CCCCC1 | 50 | 79 | 88 | 65 | 44 | 81 | 72 | 88 | 48
COc1cc(F)ccc1/C=C/C(=O)/C=C(O)/C=C/c1ccc(F)cc1OC | 109 | 96 | 102 | 110 | 106 | 101 | 101 | 112 | 91
Nc1nc2c(s1)CCc1c-2c(Br)n(Cc2ccccc2)c1Br | 98 | 100 | 92 | 86 | x | 18 | 98 | 92 | -75*
S=c1n(CN2CCCC2)nc(-c2ccccc2)n1-c1ccccc1 | 107 | 95 | 101 | 114 | 106 | 107 | 112 | 84 | 103
COc1ccc2nc3sc(C(=O)Nc4ccc(C(=O)/C=C/c5ccc(Cl)cc5)cc4)cc3cc2c1 | 108 | 98 | 90 | 105 | 88 | 99 | 100 | 99 | 88
CC1(c2ccc(-c3ccccc3)cc2)NC(=O)NC1=O (stereo unspecified) | 98 | 101 | 99 | 106 | 91 | 89 | 118 | 115 | 105
COc1cc(C=NCCN=Cc2cc(OC)c(OC)c(OC)c2)cc(OC)c1OC | 109 | 101 | 105 | 116 | 100 | 110 | 103 | 106 | 102
C=CCN1C(=O)c2cccc3c(/C=C/CN4C(=O)c5cccc6cccc(c56)C4=O)ccc(c23)C1=O | 99 | 98 | 98 | 106 | 100 | 98 | 104 | 110 | 98

Single entries from the list.
HT29 result of `COc1cc(C=NCCN=Cc2cc(OC)c(OC)c(OC)c2)cc(OC)c1OC` : 103
NCI-H522 result of `Nc1nc(N)c(-c2nc3ccccc3s2)c(CCCO)n1` : 88

A draw from above in order of number of heavy atoms, highest first:
SMILES | NCI-H460 | NCI-H322M | NCI-H23 | COLO 205 | NCI-H226 | RXF 393 | HT29 | A498 | NCI-H522
C=CCN1C(=O)c2cccc3c(/C=C/CN4C(=O)c5cccc6cccc(c56)C4=O)ccc(c23)C1=O | 99 | 98 | 98 | 106 | 100 | 98 | 104 | 110 | 98
COc1cc(C=NCCN=Cc2cc(OC)c(OC)c(OC)c2)cc(OC)c1OC | 109 | 101 | 105 | 116 | 100 | 110 | 103 | 106 | 102
COc1cc(F)ccc1/C=C/C(=O)/C=C(O)/C=C/c1ccc(F)cc1OC | 109 | 96 | 102 | 110 | 106 | 101 | 101 | 112 | 91
S=c1n(CN2CCCC2)nc(-c2ccccc2)n1-c1ccccc1 | 107 | 95 | 101 | 114 | 106 | 107 | 112 | 84 | 103
Cl[Si](Cc1ccccc1)(Cc1ccccc1)Cc1ccccc1 | 100 | 102 | 81 | 117 | 92 | 98 | 78 | 67 | 74
Nc1nc2c(s1)CCc1c-2c(Br)n(Cc2ccccc2)c1Br | 98 | 100 | 92 | 86 | x | 18 | 98 | 92 | -75*
Nc1nc(N)c(-c2nc3ccccc3s2)c(CCCO)n1 | 98 | 103 | 102 | 115 | 99 | 118 | 92 | 65 | 88
Cc1ccc2c(n1)C(=O)c1[nH]c3ccccc3c1C2=O | -51* | 32 | -34* | 24 | 56 | 63 | 27 | 69 | 60
Nc1nnc(CS(=O)(=O)c2ccccc2)s1 | 114 | 95 | 107 | 117 | 121 | 172 | 95 | 137 | 81

Further results
SMILES | NCI-H460 | NCI-H322M | NCI-H23 | COLO 205 | NCI-H226 | RXF 393 | HT29 | A498 | NCI-H522
CCOC(=O)c1c[nH]c2c(CC)cccc2c1=O | 89 | 96 | 82 | 94 | x | 75 | 78 | 107 | 79
COC(=O)[C@]12CC[C@@H](C)[C@H](C)[C@@H]1C1=CC(=O)[C@@H]3[C@@]4(C)C[C@@H](O)[C@H](O)[C@@]5(C)COC(=C45)C[C@@]3(C)[C@]1(C)CC2 | 35 | 88 | 77 | 41 | 82 | 63 | 27 | 38 | 51
NCC[C@@H](O)C(=O)N[C@@H]1C[C@H](N)[C@@H](O[C@H]2O[C@H](CN)[C@@H](O)[C@H](O)[C@H]2O)[C@H](O)[C@H]1O[C@H]1O[C@H](CO)[C@@H](O)[C@H](N)C1O (stereo partly specified) | 108 | 97 | 103 | 101 | 102 | 118 | 103 | 118 | 87
N#CCC(=O)Nc1nnc(-c2cccnc2)o1 | 115 | 106 | 99 | 115 | 97 | 113 | 107 | 107 | 97
Cc1cccc2sc(NC(=O)CN3CCN(CCN4C(=O)c5cccc6cccc(c56)C4=O)CC3)nc12 | 65 | 111 | 102 | 112 | 99 | 105 | 80 | x | 93
O=C(COC(=O)c1ccccc1)NCCCCc1ccccc1 | 108 | 114 | 102 | 107 | x | 95 | 98 | 89 | 109
O=S(=O)(NCCNc1nccc(-c2c(-c3ccc(F)cc3)nc3sccn23)n1)c1ccc(O)cc1 | 23 | 40 | 60 | 27 | 77 | 77 | 18 | 90 | 40
CCCCCCCCCCC(C[N+](C)(C)C/C=C/c1ccccc1)C(O)c1ccccc1 (stereo unspecified) | 5.8* | 47 | 7.1* | -89* | 29 | -54* | -80* | 59 | x
Nc1csc(N)n1 | 100 | 112 | 108 | 104 | 112 | 115 | 108 | 98 | 104
O=c1[nH]cnc2c1C(c1ccc(Br)cc1)c1sc3c(F)cccc3c1O2 (stereo unspecified) | 95 | 88 | 93 | 102 | 92 | 101 | 104 | 104 | 88
CN1C(=O)C(=Cc2cn(CC(O)CN3CCOCC3)c3ccccc23)C(=O)N(C)C1=O (stereo unspecified) | 108 | 124 | 98 | 117 | 108 | 108 | 102 | 96 | 52
C=C(C)[C@@H]1CC[C@]2(C(=O)N[C@H](C)C(=O)OC)CC[C@]3(C)[C@H](CC[C@@H]4[C@@]5(C)Cc6c([nH]c7ccccc67)C(C)(C)[C@@H]5CC[C@]43C)[C@@H]12 | 87 | 97 | 93 | 90 | 79 | 100 | 71 | x | 73
O=C1/C(=C/c2ccc(O)cc2)CN(C(=O)CCN2CCC(=NO)CC2)C/C1=C\c1ccc(O)cc1 | 109 | 105 | 93 | 113 | 98 | 118 | 113 | 90 | 93
O=C(O)CC1CC(c2ccc(-c3noc(=O)[nH]3)cc2)=NO1 (stereo unspecified) | 104 | 102 | 101 | 115 | 96 | 110 | 95 | 89 | 78
NS(=O)(=O)c1cccc(NC(=O)C(=O)C2C(=O)Nc3ccccc32)c1 (stereo unspecified) | 106 | 121 | 95 | 123 | 96 | x | 102 | 120 | 102
COc1cc2oc3cc(OC)c(OC)c(CC=C(C)C)c3c(=O)c2c(O)c1CC=C(C)C | 104 | 105 | 90 | 96 | 101 | 109 | 85 | 106 | 87
O=C(O)CCCCCCCCCCOc1ccc(Cl)cc1Cl | 93 | 108 | 98 | 110 | 92 | 108 | 103 | 97 | 100
CCOC(OCC)C(=O)C(C#N)c1ccc(C#N)cc1 (stereo unspecified) | 108 | 87 | 107 | 115 | 102 | x | 100 | 113 | 84
CSc1nc(O)c(Nc2cccc(Cl)c2)c(=O)[nH]1 | 110 | 109 | 101 | 124 | 102 | 107 | 106 | 96 | 102
O=C(OCC1COC(c2ccccc2)(c2ccccc2)O1)c1ccccc1 (stereo unspecified) | 109 | 108 | 90 | 110 | 98 | 121 | 103 | 102 | 104
CN(/N=C/c1ccccc1)C(=S)Nc1ccccc1 | 99 | 101 | 88 | 111 | 104 | 99 | 99 | x | 77
Cc1cccc(CSc2ncnc3nc[nH]c23)n1 | 106 | 77 | 89 | 131 | 97 | 122 | 98 | 121 | 93
CC(=O)N[C@H](C(=O)N[C@@H](CCCNC(=N)N)C(=O)N[C@@H](CCCCN)C(=O)N[C@@H](CCCNC(=N)N)C(=O)N[C@]1(C)CCCCCC/C=C\CCC[C@@](C)(C(=O)N[C@@H](CCCNC(=N)N)C(=O)N[C@@H](CCC(=O)O)C(=O)N[C@@H](CC(C)C)C(=O)N[C@H](C(=O)N[C@@H](CCC(=O)O)C(N)=O)C(C)C)NC(=O)[C@H](CCC(N)=O)NC(=O)[C@H](CC(C)C)NC(=O)[C@H](CC(C)C)NC(=O)[C@H](CCCNC(=N)N)NC(=O)[C@H](CCCNC(=N)N)NC(=O)[C@H](CC(C)C)NC1=O)C(C)C | -9.3* | x | 1.8* | -30* | 9.6* | -52* | 16 | 1.3* | 29
CC(=O)OC(CCc1ccccc1)c1ccc(Cl)cc1 (stereo unspecified) | 109 | 92 | 103 | 115 | 107 | 110 | 97 | 92 | 88
CCN(CC)C(=O)c1ccc(Cc2n[nH]c(=O)c3cccnc23)cc1 | 95 | x | 103 | 117 | 96 | 94 | 105 | 99 | 89
NS(=O)(=O)c1ccc(CCN2C(=O)c3cc(Cl)c(Cl)cc3C2=O)cc1 | 109 | 98 | 105 | 115 | 106 | 120 | 89 | 104 | 87
COc1ccc(OCC(=O)OC(C)C)cc1 | 105 | 94 | 91 | 104 | 95 | 80 | 101 | 92 | 98
c1cc(OCCCCCOc2cccc(-c3nc4ccccc4[nH]3)c2)cc(-c2nc3ccccc3[nH]2)c1 | 6.7* | 23 | 3.0* | -59* | 10 | 6.5* | 5.5* | 9.7* | -15*
Clc1nn2c(Cn3cnc4c(N5CCOCC5)ncnc43)nnc2c2ccccc12 | 95 | 78 | 88 | 122 | 81 | 95 | 114 | 70 | 93
O=C(NCc1ccccc1)c1cccc(N=Cc2c(O)ccc3ccccc23)c1 | 95 | 95 | 86 | 104 | 105 | 83 | 106 | 26 | 86
O=C(O)CNC(=O)CNC(=O)OCc1ccccc1 | 102 | 104 | 97 | 111 | 104 | 89 | 102 | 107 | 96
CCOC(=O)C(Cc1cn(C)c2ccccc12)(NC(C)=O)C(=O)OCC | x | 106 | 90 | 112 | 98 | 104 | 99 | x | 104
O=[N+]([O-])c1ccc(Br)o1 | 113 | 103 | 94 | 105 | 93 | 106 | 96 | 102 | 84
Cn1c(=O)c2[nH]c(SSc3nc4c([nH]3)c(=O)n(C)c(=O)n4C)nc2n(C)c1=O | 104 | 99 | 101 | 99 | 96 | 114 | 110 | 94 | 102
CC1=C(C(=O)c2cnccn2)C(c2cccc(Oc3ccccc3)c2)NC(=O)N1 (stereo unspecified) | 109 | 101 | 98 | x | 101 | 109 | 109 | x | 84
Cc1cc(=O)oc2cc(OCCOc3ccc(/C=C/C(=O)NO)cc3)ccc12 | 69 | 99 | x | 104 | 103 | 77 | 86 | 63 | 70
c1ccc2c(c1)ncc1cccn12 | 112 | 130 | 100 | 101 | 90 | 106 | 96 | 71 | 122
CN(C)c1nc(-c2ccccc2)c(/C=C2\SC(=S)N(CCCCCCCCCCC(=O)O)C2=O)s1 | 77 | 104 | 90 | 136 | 98 | 96 | 98 | 94 | 60
Nc1ccc(Cl)c2c(=O)c3ccccc3[nH]c12 | 91 | 100 | 71 | 91 | 77 | 80 | 100 | 69 | 70
Clc1nc(NC2CCCCC2)c2cn[nH]c2n1 | 98 | 121 | 104 | 102 | 102 | 111 | 98 | x | 84
CNCC(C)C(Cl)c1ccccc1 (stereo unspecified) | 100 | 97 | 103 | 125 | 97 | 104 | 111 | 89 | 103
CCCC(CCC)(C(=O)Nc1ccc2nc(C)cc(N)c2c1)C(=O)Nc1ccc2nc(C)cc(N)c2c1 | 105 | 96 | 99 | 109 | 95 | 108 | 101 | 84 | 94
O=C1CCC(NNc2cc(F)ccc2F)N1 (stereo unspecified) | 109 | 91 | 93 | 107 | 97 | 112 | 98 | x | 82
O=C(CCCCN1CC(=O)N2[C@H](c3ccc(Br)cc3)c3[nH]c4ccccc4c3C[C@@H]2C1=O)NO | 80 | 78 | 79 | 104 | 77 | 93 | 93 | 93 | 64
O=C(Nc1ccc2c(O)c(N=Nc3ccc(N=Nc4ccc(S(=O)(=O)O)cc4)cc3)c(S(=O)(=O)O)cc2c1)c1ccccc1 | 118 | 97 | 105 | 117 | 87 | 105 | 112 | 111 | 96
CCN(CC)c1ccc(N)cc1 | 102&102&103 | 96&114&101 | 84&97&83 | 87&62&79 | 85&105&94 | 91&117&104 | 100&111&112 | 101&83 | 71&105

Random draw from the library. Share with any hit: about 12%.
